Source: PubChem BioAssay
NCI-60 one-dose screen, 48 h, at 10 µM unless noted. Numbers give growth in % (100 = growth as untreated, 0 = no growth, -100 = all killed).
NCI-H23 – NCI-H23 lung cancer; 80,000 compounds, 4% hits
NCI/ADR-RES – NCI/ADR-RES ovarian cells; AID 1794790; 81,000 compounds, 4.4% hits
NCI-H460 – NCI-H460 lung cancer; 82,000 compounds, 6.8% hits
RXF 393 – RXF 393 renal cancer cells; 77,000 compounds, 6.9% hits; AID 1794773
ACHN – ACHN renal cancer; 81,000 compounds, 4.9% hits
NCI-H522 – NCI-H522 lung cancer | AID 1794739 | 78,000 compounds, 8% hits
CAKI-1 – CAKI-1 renal cancer. 75,000 compounds, 4.7% hits. AID 1794772
NCI-H226 – NCI-H226 lung cancer; AID 1794732; 79,000 compounds, 3.5% hits
A498 – A498 renal cancer cells; AID 1794774; 76,000 compounds, 5.4% hits
Active calls of the source: *; nt = no result given. How the source made its calls: active means growth percent below 10; inactive means the rest.

SMILES	NCI-H23	NCI/ADR-RES	NCI-H460	RXF 393	ACHN	NCI-H522	CAKI-1	NCI-H226	A498
O=C(O)c1ccc(C(=O)c2cc([N+](=O)[O-])cc([N+](=O)[O-])c2)cc1	102	107	112	113	102	nt	100	103	106
O=C1c2ccccc2C(=O)C1c1ccc2ccccc2n1	82	83	60	105	75	79	87	98	104
C[C@H]1[C@H](C)CC[C@]2(C(=O)OCCOCCOCC[P+](c3ccccc3)(c3ccccc3)c3ccccc3)CC[C@]3(C)C(=CC[C@@H]4[C@@]5(C)CC[C@H](OC(=O)C(Cl)Cl)C(C)(C)[C@@H]5CC[C@]43C)[C@H]12	5.5*	69	6.3*	-29*	-1.4*	-15*	nt	15	6.3*
N#CCCN(C(=S)Nc1ccc(Cl)c(Cl)c1)C1CCCCC1	92	96	107	95	105	66	89	100	nt
O=C(NNc1nc2cc(C(F)(F)F)ccc2n2cccc12)c1cnccn1	-27*	-12*	-30*	-74*	-98*	-60*	-88*	-54*	-93*
COC(=O)[C@@]1(/C=C/c2ccccc2)C(=O)N(c2ccc(OC)cc2)[C@@]1(C(=O)OC)c1ccc(OC)cc1	96	90	79	79	95	84	93	77	97
CN1C(=O)N(C)C2C1NC(=O)N2/N=C/C=C/c1ccccc1[N+](=O)[O-] (stereo not given)	100	102	101	106	96	84	86	99	92
CC1CC(=O)C2=C(C1)Nc1ccc(Br)cc1CC2c1c[nH]c2ccc(Br)cc12 (stereo not given)	67	27	34	69	49	18	38	65	20
C[n+]1c2ccccc2c(Nc2ccc(N3CCCCC3)cc2)c2[nH]c3ccccc3c21	-76*	-62*	-84*	-97*	-96*	-97*	-97*	-57*	-88*
CCCC(=O)O[C@]1(C(=O)CO)CCC2[C@@H]3CCC4=CC(=O)CC[C@]4(C)C3[C@@H](O)C[C@@]21C (stereo not given in full)	105	89	100	135	93	102	80	80	122
CCC1(C2C=COC=C2)NC(=O)NC1=O (stereo not given)	108	109	105	95	103	nt	90	101	nt
CCN=Cc1c(O)c(O)c(C(C)C)c2cc(C)c(-c3c(C)cc4c(C(C)C)c(O)c(O)c(C=NCC)c4c3O)c(O)c12	25	48	26	68	24	43	73	80	70
C[C@H](NC(CCc1ccccc1)C(=O)O)C(=O)N1CCC[C@H]1C(=O)O (stereo not given in full)	103	106	112	106	102	104	95	100	122
CN1C(=O)C(Nc2ccc(C(=O)Nc3ccc(Cl)cc3)cc2)=C(c2ccc(Cl)cc2)C1=O	57	68	63	60	65	43	56	79	77
COC(=O)[C@]12CC[C@@H](C(=O)/C=C/c3cccnc3)[C@@H]1[C@H]1CC[C@@H]3[C@@]4(C)CC[C@H](O)C(C)(C)[C@@H]4CC[C@@]3(C)[C@]1(C)CC2	91	83	75	83	88	83	79	87	68
Cc1cc(=O)oc2cc(O)c(O)cc12	99	106	95	111	88	61	107	103	87
COc1ccc(-c2cc(-c3nnc(/C=C/c4cc(OC)c(OC)c(OC)c4)o3)[nH]n2)cc1	101	99	97	98	101	80	102	111	74
Cc1csc(NC(=O)c2sc3nc(-c4cccs4)ccc3c2N)n1	94	94	99	107	110	82	102	97	77
O=C(CCC(=O)Nc1ccc(S(=O)(=O)N2CCOCC2)cc1)NCc1ccccc1	99	104	116	123	100	99	95	96	105
COc1ccc2[nH]c(=O)c(CSc3ccccc3Nc3nccc(-c4ccc(C(F)(F)F)cc4)n3)cc2c1	31	10	17	-41*	-29*	0.6*	-6.9*	19	40
CCOC(=O)c1c2c(n3c1NCC3)-c1ccccc1C2=O	99	102	107	102	97	36	90	100	100
COc1ccc(-c2nc3cc(C)ccc3n2CC(=O)N=Nc2c(O)[nH]c3ccc(Cl)cc23)cc1	-63*	-31*	11	-63*	5.4*	15	33	-34*	101
COc1ccc(CNc2ccc(NC(=O)c3cc(OC)cc(OC)c3)cn2)cc1	101	103	47	112	102	79	102	98	80
COC(=O)c1cc2c3c(cc(O)c2[nH]1)N(C(=O)C1Cc2cc(OC)c(OC)c(OC)c2N1)CC3CCl (stereo not given)	-49*	-35*	-18*	-99*	-56*	-61*	nt	-35*	-43*
C=CCn1c(SCC(=O)Nc2ccc(C(=O)/C=C/c3ccc(Cl)cc3)cc2)nnc1-c1ccc(OC)cc1	82	58	67	94	70	41	85	78	73
O=c1cc(Cn2cc(CSc3nc4ccccc4o3)nn2)c2ccccc2o1	95	104	113	117	108	96	107	118	105
CN1CCN(c2ccc(Nc3ncc4[nH]c(=O)n(Cc5ccccc5N)c4n3)cc2)CC1	97	102	102	84	90	77	66	80	66
CCOC(=O)C1(C(=O)OCC)C(C(=O)c2ccccc2)C1c1ccccc1 (stereo not given)	85	82	104	81	92	69	94	90	106
Cc1cccc(OCCCCCl)c1	107	95	105	118	96	101	96	110	109
N#Cc1cnn(C(=O)c2ccccc2Br)c1NC(=O)c1ccc(Br)cc1	100	99	110	100	102	100	92	100	134

Rewritten with values under each structure: entries from further up.
The line under a structure holds: NCI-H23 | NCI/ADR-RES | NCI-H460 | RXF 393 | ACHN | NCI-H522 | CAKI-1 | NCI-H226 | A498
Cc1cc(=O)oc2cc(O)c(O)cc12
 : 99 | 106 | 95 | 111 | 88 | 61 | 107 | 103 | 87
COc1ccc(-c2cc(-c3nnc(/C=C/c4cc(OC)c(OC)c(OC)c4)o3)[nH]n2)cc1
 : 101 | 99 | 97 | 98 | 101 | 80 | 102 | 111 | 74
Cc1csc(NC(=O)c2sc3nc(-c4cccs4)ccc3c2N)n1
 : 94 | 94 | 99 | 107 | 110 | 82 | 102 | 97 | 77
O=C(CCC(=O)Nc1ccc(S(=O)(=O)N2CCOCC2)cc1)NCc1ccccc1
 : 99 | 104 | 116 | 123 | 100 | 99 | 95 | 96 | 105
COc1ccc2[nH]c(=O)c(CSc3ccccc3Nc3nccc(-c4ccc(C(F)(F)F)cc4)n3)cc2c1
 : 31 | 10 | 17 | -41* | -29* | 0.6* | -6.9* | 19 | 40
CCOC(=O)c1c2c(n3c1NCC3)-c1ccccc1C2=O
 : 99 | 102 | 107 | 102 | 97 | 36 | 90 | 100 | 100
COc1ccc(-c2nc3cc(C)ccc3n2CC(=O)N=Nc2c(O)[nH]c3ccc(Cl)cc23)cc1
 : -63* | -31* | 11 | -63* | 5.4* | 15 | 33 | -34* | 101
COc1ccc(CNc2ccc(NC(=O)c3cc(OC)cc(OC)c3)cn2)cc1
 : 101 | 103 | 47 | 112 | 102 | 79 | 102 | 98 | 80
COC(=O)c1cc2c3c(cc(O)c2[nH]1)N(C(=O)C1Cc2cc(OC)c(OC)c(OC)c2N1)CC3CCl (stereo not given)
 : -49* | -35* | -18* | -99* | -56* | -61* | nt | -35* | -43*
C=CCn1c(SCC(=O)Nc2ccc(C(=O)/C=C/c3ccc(Cl)cc3)cc2)nnc1-c1ccc(OC)cc1
 : 82 | 58 | 67 | 94 | 70 | 41 | 85 | 78 | 73

The results go on.
SMILES	NCI-H23	NCI/ADR-RES	NCI-H460	RXF 393	ACHN	NCI-H522	CAKI-1	NCI-H226	A498
C/C(=N\n1c(N)nc2n[nH]c(N)c2c1=O)c1ccccc1	nt	109	111	118	101	100	103	107	nt
CCc1c(C(=O)N[C@@H](CO)Cc2ccccc2)[nH]c2ccc(C(F)(F)F)cc12	60	54	46	60	48	62	nt	64	51
COc1ccc(OC)c(NC(=O)SC(C)C)c1	105	110	124	103	102	98	86	92	111
CC(=O)OC[C@H]1O[C@@H](n2c(=O)cc(N)[nH]c2=O)C(OC(C)=O)[C@@H]1OC(C)=O (stereo not given in full)	99	103	107	104	101	100	89	91	98
COc1ccc(-n2cnc3c(oc4ncccc43)c2=O)cc1	93	97	107	118	100	102	90	81	95
C/C(=C(/c1ccccc1)c1ccc(OCC(O)CNCCN2CCOCC2)cc1)c1ccccc1 (stereo not given)	83	80	18	nt	81	45	68	96	80
c1ccc2cc(Cn3cc(CSc4nc5ccccc5s4)nn3)ccc2c1	93	97	106	98	99	87	83	84	97
COc1ccc(-c2nc(SCC(=O)c3ccc(C#N)cc3)[nH]c(=O)c2C#N)cc1	93	92	92	98	100	86	86	82	92
ClCC(Cl)(Br)CBr (stereo not given)	103	99	101	107	99	100	93	110	81
O=S(=O)(Oc1ccccn1)c1ccc(Br)cc1	101	104	99	103	105	91	nt	102	96
CCOC(=O)c1cc(C(N)=O)n2c1ccc1c3ccccc3ccc12	104	99	117	96	108	105	102	112	129
CC(C)CC(NC(=O)OCc1ccccc1)(C(=O)O)C(=O)O	96	100	101	107	101	93	100	nt	84
CCc1ccccc1NC(=O)/C(C#N)=C/c1ccc(OC)cc1	98	98	104	126	97	91	103	97	100
C#CCNc1ccc(C(=O)OCC)cc1	96	107	105	117	107	96	102	120	122
Cc1cccc(/C=C2\N=C(c3ccccc3)N(c3ccc(S(N)(=O)=O)cc3)C2=O)c1	90	89	93	102	86	82	86	110	101
BrC1(Br)C2CC/C=C\CCC21 (stereo not given)	104	105	103	nt	99	87	99	106	107
C=C1C(=O)O[C@H]2[C@H]1CC/C(COC(=O)c1ccccc1)=C\CC[C@@]1(C)O[C@@H]21	45	36	38	-84*	-84*	-78*	nt	-37*	99
COC(=O)C(=Cc1ccccc1[N+](=O)[O-])C(=O)OC	39	22	41	-29*	49	-3.3*	31	98	69
CCn1cnc2c1c(=O)[nH]c(=O)n2Cc1ccc(CNS(=O)(=O)c2ccc(OC3CCOCC3)c(F)c2)cc1	78	93	82	99	93	55	62	75	48
Cc1cc(-c2ccc(N=Nc3c(S(=O)(=O)O)cc4cc(S(=O)(=O)O)cc(O)c4c3O)c(C)c2)ccc1N=Nc1c(S(=O)(=O)O)cc2cc(S(=O)(=O)O)cc(O)c2c1O	101	108	130	80	101	99	78	99	122
COc1ccc(Cc2nn(CC(=O)N/N=C/c3ccc(C)cc3)c(=O)c3c(C)noc23)cc1	99	96	103	80	92	91	94	96	88
COc1cc(/C=C/C(=O)c2nnn(-c3ccc(Cl)cc3)c2C)cc(OC)c1OC	27	8.3*	14	50	42	28	43	40	132
OC1CCCCC1O (stereo not given)	99	107	102	110	111	103	91	96	106
COC(=O)c1c(O)cc(OC)cc1O	104	104	102	104	105	107	100	94	77
CN(C)c1ccc(-c2cc(-c3ccc(Nc4nc(Nc5ccc(Cl)cc5)nc(Nc5ccc(Cl)cc5)n4)cc3)nc(N)c2C#N)cc1	88	78	86	37	82	88	82	107	93
c1ccc2[nH]ccc2c1	98	96	108	109	100	101	97	99	60
CC(=O)C1=C(C)NC(NN)=NC1c1ccc([N+](=O)[O-])cc1 (stereo not given)	98	101	102	105	97	96	86	99	108
CCn1c(SCC(=O)N/N=C/c2ccc(Cl)cc2)nc2c1c(=O)n(C)c(=O)n2C	99	100	102	105	97	92	89	103	87
CC(=O)Nc1ccc(/C=C(\C#N)c2ccc(C)cc2)cc1	103	104	107	110	108	104	100	nt	97
COc1ccc(C2=C(Nc3ccc(C(=O)Nc4ccc(Cl)cc4)cc3)C(=O)N(C)C2=O)cc1	81	86	100	90	64	50	68	95	89
C=C(C)[C@H]1CC2=C(C(=O)OC)C=C(O2)[C@@H]2C[C@@]2(C)[C@H]2C=C(C(=O)O2)[C@H](O)C1	101	106	101	110	94	96	92	105	68
COc1ccc(-c2nn(-c3cccc(Cl)c3)cc2C=C2C(N)=NN=C2N)cc1	97	108	105	97	113	nt	98	102	124
CN(Cc1ccccc1)c1ccccc1	103	106	122	nt	98	110	92	89	102
COc1ccc(C2=NNC(=O)C3(CCCCC3)C2)cc1	98	104	104	115	107	99	106	102	104
CC(=O)N1N=C(c2ccc(Cl)cc2)CC1c1cn(-c2ccccc2)nc1-c1ccc(OCc2ccccc2)cc1 (stereo not given)	95	98	102	105	106	85	95	100	95
Nc1nc2c(nc(Br)n2[C@@H]2O[C@H](CO)[C@@H](O)[C@H]2O)c(=O)[nH]1	110	106	106	113	101	87	92	101	nt
CC1=C(c2cc3ccccc3c3ccccc23)CCCC1	85	99	110	133	119	99	84	96	80
Nc1sc2c(c1-c1nnc(-c3ccc(Br)cc3)o1)CCCC2	87	89	104	107	105	83	nt	88	90
COc1ccc2nc(-n3c(=O)c4cccnc4n(-c4cc(F)c(F)c(F)c4)c3=O)sc2c1	107	106	114	103	116	95	105	106	107
CC(C)(N)c1cn(-c2cccc(Cl)c2)nn1	97	105	110	118	100	91	88	100	89
NC1=NN(c2ccccc2)C(=O)/C1=C\n1c(=S)[nH]c2ccccc21	92	104	106	122	97	89	96	98	106
O=C1CCC/C=C\C[C@H]2C=CC(=O)/C2=C/C[C@H](C/C=C\CC(F)(F)F)O1	-8.6*	8.8*	-31*	-85*	-85*	-51*	16	8.1*	-75*
O=C(/C(=N/Nc1ccccc1)c1ccccc1)c1ccccc1	97	100	100	106	96	81	89	92	nt
C[C@@H](O)CC(C)(C)O	nt	113	115	117	110	108	105	113	110
COc1cccc(-c2nn(C(C)(C)C)cc2-c2ccnc(NCCNS(=O)(=O)c3ccc(C)cc3)c2)c1	101	106	104	113	107	95	96	108	99
C#CCN1C(=O)c2ccccc2N(CC#C)C12CCN(Cc1cn(Cc3nc4ccccc4c(=O)[nH]3)nn1)CC2	92	103	99	97	94	94	nt	87	112
CCC(=O)c1c(Cl)c(Cl)c(Cl)c(Cl)c1C(=O)O	104	119	108	99	110	81	91	97	100
c1ccc(Cn2cc3c(c2-c2ccccc2)CCCc2cnoc2-3)cc1	100	100	102	98	114	98	98	91	98
CC#CCOCC1CNC(=O)O1 (stereo not given)	103	105	113	103	101	95	98	nt	92
O=C(Cn1cc(CN2C(=O)c3ccc([N+](=O)[O-])cc3C2=O)nn1)Nc1ccc([N+](=O)[O-])cc1	97	100	108	nt	107	99	95	99	106
CCOC=Nc1c(C(=O)Nc2ccccc2)oc2ncccc12	95	98	116	124	95	100	94	83	101
